From PubChem BioAssay
dFosB activator: mouse delta FosB homodimer activation; purified delta FosB, TAMRA-CDK5 oligo fluorescence polarization; percent of positive-control signal above neutral wells; activation, % at 25 µM; actives 0.99% (n = 340,000); AID 493131;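 active = mean activation above about 17%, with every replicate also reaching it, limit read from the data, passing the limit was not always enough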;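 also: fluorescence polarization rise as delta FosB binds a TAMRA Cdk5 AP-1 oligo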
Target sequence (P13346 whole entry, looked up): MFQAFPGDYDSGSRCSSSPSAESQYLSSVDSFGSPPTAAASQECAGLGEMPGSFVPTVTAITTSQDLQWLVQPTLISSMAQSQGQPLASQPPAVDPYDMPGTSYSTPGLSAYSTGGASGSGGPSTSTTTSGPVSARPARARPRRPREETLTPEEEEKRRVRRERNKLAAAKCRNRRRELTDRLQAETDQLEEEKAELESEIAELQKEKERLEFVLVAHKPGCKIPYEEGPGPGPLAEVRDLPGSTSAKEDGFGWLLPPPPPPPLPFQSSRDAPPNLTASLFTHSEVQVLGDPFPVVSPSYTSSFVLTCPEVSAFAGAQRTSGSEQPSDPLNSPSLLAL
CDK5 p35 inh: inhibitors of human CDK5/p35 kinase; Q00535+Q15078; Recombinant CDK5/p35, ADP-Glo luminescence, 60 min; inhibition, % at 10 µM; actives 0.01% (n = 330,000); AID 488839;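 active = highest replicate inhibition of at least 50% and at least 75% of replicates reaching 50%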;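 also: plate controls were DMSO neutral control for no effect and GW8510 at 10 µM for full effect; many of its hits are not listed in these tables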
HTR5A inv ag: counter-screen for OPRM1-OPRD1 inverse agonists: human HTR5A inverse agonism | P47898 | HTR5A cell line, luminescence | inhibition, % at 9.3 µM | actives 0.083% (n = 340,000) | AID 504634; in the data active = inhibition mostly above about 23%, no sharp cut-off; inactive = mostly below about 18%;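 also: 0% = cells with DMSO and 100% = no-cell wells with DMSO; some compounds called inactive have numbers as strong as hits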
V-ATPase pH: alters yeast V-ATPase proton transport. S. cerevisiae, pHLuorin cytosolic pH fluorescence. response, % at 10 µM. AID 504577. actives 0.37% (n = 350,000); in the data active = response mostly above about 7.3%, no sharp cut-off; inactive = mostly below about 5.4%; also: actives read high; inactives centre near 0; some compounds called inactive have numbers as strong as hits; reference of the scale not given here
NSD2 inh: blocks human histone methyltransferase NSD2. O96028. NSD2 peptide methylation, AlphaScreen, 120 min. inhibition, % at 12.5 µM. actives 0.54% (n = 310,000); in the data active = inhibition above about 50%
SR-BI HDL uptake: mouse SR-BI HDL lipid transfer inhibition; Q61009; actives 0.96% (n = 320,000); ldlA[mSR-BI] CHO cells, DiI-HDL uptake fluorescence, 3 h; inhibition, % at 12.5 µM; AID 488896;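 active = mean replicate inhibition of at least 70% and a set share of replicates each scoring 70 or more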;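 also: 0% = median of neutral control wells and 100% = median of positive control wells; values of inactives mirror those of a sister screen read the other way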
Target sequence (Q61009 whole entry, looked up): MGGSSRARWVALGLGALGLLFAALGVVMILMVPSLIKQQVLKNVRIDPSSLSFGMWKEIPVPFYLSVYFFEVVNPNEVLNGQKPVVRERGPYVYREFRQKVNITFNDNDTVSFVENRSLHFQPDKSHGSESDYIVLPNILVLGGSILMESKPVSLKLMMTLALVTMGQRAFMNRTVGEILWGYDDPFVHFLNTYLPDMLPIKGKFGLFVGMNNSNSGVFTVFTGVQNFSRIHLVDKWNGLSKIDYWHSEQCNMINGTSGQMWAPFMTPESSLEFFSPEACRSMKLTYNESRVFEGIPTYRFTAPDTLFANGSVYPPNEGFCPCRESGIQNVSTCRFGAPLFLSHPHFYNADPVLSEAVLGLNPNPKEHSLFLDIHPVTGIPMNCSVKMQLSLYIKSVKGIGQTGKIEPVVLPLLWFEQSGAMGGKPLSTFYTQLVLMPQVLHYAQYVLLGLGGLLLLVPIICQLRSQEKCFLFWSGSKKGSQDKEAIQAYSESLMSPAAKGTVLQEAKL
HTR5A ag: HTR5A agonism, opioid heterodimer counter-screen; AID 504692; actives 0.61% (n = 340,000); activation, % at 9.3 µM; HTR5A agonist assay, luminescence, cell-based; in the data active = activation mostly above about 9.5%, no sharp cut-off; inactive = mostly below about 7.6%;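 also: 0% = cells with vehicle only and 100% = reference agonist; strong numbers were not always called active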
Wnt act: Wnt/beta-catenin pathway activation | Wnt/beta-catenin reporter cell assay, activator, plate reader | activation, % at 9.35 µM | actives 1.2% (n = 300,000) | AID 743398; in the data active = activation above about 30%, passing the limit was not always enough;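 also: 0% = neutral control wells and 100% = positive control wells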
MITF TRPM1 HTS: increases MITF-driven TRPM1 promoter luciferase signal. activation, % at 12.5 µM. actives 0.75% (n = 300,000). SK-MEL-5 TRPM1-promoter luciferase, 24 h; % of positive control, neutral wells = 0;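 active = mean activation of at least 80% with every replicate also reaching 80%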;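 also: 0% = neutral control wells and 100% = parthenolide positive control wells; values of inactives mirror those of a sister screen read the other way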
PvdQ acylase: P. aeruginosa PvdQ acylase inhibition | purified PvdQ acylase, fluorescence plate reader | inhibition, % at 10 µM | actives 0.063% (n = 340,000) | AID 488965; in the data active = inhibition above about 30%, passing the limit was not always enough;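 also: 0% = vehicle neutral wells and 100% = reference inhibitor wells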
Numbers without * were called inactive; nt = not tested or not shown.

SMILES	dFosB activator	CDK5 p35 inh	HTR5A inv ag	V-ATPase pH	NSD2 inh	SR-BI HDL uptake	HTR5A ag	Wnt act	MITF TRPM1 HTS	PvdQ acylase
O=C(COc1ccc(Cl)cc1)NCc1nnc(SCC(=O)Nc2ccc3c(c2)OCCO3)o1	-9.0	0.4	22.9	0.5	0.5	0.2	1.5	nt	nt	1.8
COc1ccc(S(=O)(=O)N2CCCC2)cc1C(=O)N1CCOCC1	-1.5	-3.4	2.7	-2.4	1.5	-20.6	-1.0	-6.2	-1.3	-11.2
COc1cc(/C=C/C(=O)O)cc(S(=O)(=O)Nc2ccccc2SC)c1OC	-1.0	-0.3	10.6	-1.2	0.9	-8.0	-4.0	-1.8	1.0	-4.5
Nn1c(-c2ccccc2Cl)nnc1-c1ccccc1Cl	-0.6	-1.2	-9.9	-1.1	-1.4	-5.6	2.8	27.6	nt	-1.2
CC1CCCC(C)N1C(=O)CSc1nnc(-c2ccco2)n1C (centres undefined)	-1.1	-1.1	-0.2	-4.1	3.3	10.1	0.1	3.4	-5.5	6.1
Cc1c(Cl)cccc1NC(=S)N(CCCN1CCOCC1)Cc1ccco1	-5.1	1.4	3.2	-1.1	1.5	-19.8	-1.2	-0.3	-16.5	11.1
COc1ccc(S(=O)(=O)Nc2ccccc2SC)cc1C	-2.4	1.9	9.7	3.0	-5.0	-15.3	8.9	-1.8	-14.3	-9.2
CCCCOC(=O)CSc1nc(N)c(C#N)c(-c2ccc(OC)cc2)c1C#N	13.8	-1.0	15.6	5.2	-8.8	15.3	3.2	-9.7	-11.8	-21.0
COc1ccc(N(CC(=O)Nc2ccccc2C(F)(F)F)C2=NC3CS(=O)(=O)CC3S2)cc1 (centres undefined)	-8.5	-1.3	3.8	0.7	nt	57.7	-1.2	0.8	nt	-13.4
O=C1CC(N2CCN(c3cccc(C(F)(F)F)c3)CC2)C(=O)N1c1ccc(F)cc1 (centres undefined)	-10.8	-3.1	-8.5	8.4	-0.9	2.9	3.3	nt	1.0	-17.3
CC(=O)Nc1ccc(NC(=O)CSCc2ccccc2Cl)cc1	-5.8	-4.4	-12.2	-1.3	1.2	-0.9	3.7	9.9	nt	1.0
COc1cccc(OC)c1C(=O)Nc1ccc(CN2CCOCC2)cc1	-0.8	0.0	-22.2	-5.0	9.8	1.2	2.4	nt	-2.7	-10.0
CC(C)(C)c1ccc(CS(=O)(=O)CC(O)CN2CCCC2=O)cc1 (centres undefined)	-2.4	0.4	-3.5	-3.0	-0.1	-25.4	1.0	2.6	16.2	-11.5
Cc1ccc(N(Cc2cc3cccc(C)c3[nH]c2=O)S(=O)(=O)c2ccccc2)c(C)c1	-8.0	0.0	5.8	-2.3	-0.9	8.1	-1.6	nt	-0.9	-5.5
CC(C(=O)NC(C)(C)C)N(Cc1cccs1)C(=O)CCN1CCc2ccccc21 (centres undefined)	-12.3	-1.6	15.6	-2.2	5.9	22.9	-2.5	-1.5	0.0	-16.5
COc1ccc(C(CNC(=O)c2oc3cc(C)c(C)cc3c2C)N2CCCCC2)cc1 (centres undefined)	-7.4	0.1	-20.9	-0.3	-2.0	-28.0	-2.5	-0.8	9.0	-3.2
CCc1nnc(NC(=O)c2ccc(S(=O)(=O)N3CCCC(C)C3)cc2)s1 (centres undefined)	-16.7	-1.5	1.9	-0.8	3.2	7.4	-0.8	-1.6	1.8	-7.5
CC1CCN(C(=O)C2CCN(S(=O)(=O)c3cc(Cl)ccc3Cl)CC2)CC1	-4.0	0.4	2.1	-1.2	20.2	nt	5.3	-2.2	2.7	0.1
CCOC(=O)c1cc(-c2ccccc2)nn1CC1CC(c2cccnc2)=NO1 (centres undefined)	5.1	-1.7	14.4	-4.2	nt	-13.3	4.6	-0.2	-13.3	-4.7
CCN(CC)S(=O)(=O)c1ccc2oc(C(=O)NCCN3CCOCC3)c(C)c2c1	-3.4	1.0	-0.8	2.3	nt	28.7	5.0	-1.7	5.1	-18.6
CC(=O)CC(=O)NC(=NC1CCCCC1)Nc1nc(C)cc(C)n1	-9.0	0.9	-9.5	1.7	2.9	-27.0	3.5	-4.9	3.0	6.1
Cc1ccc(CCN2CC(C(=O)NCCCN3CCN(C)CC3)CC2=O)cc1 (centres undefined)	-4.5	-0.7	1.1	-12.2	nt	15.6	-0.4	-0.6	nt	-0.5
COc1ccc(C(=O)N(C)CCCC2CCCC2)cc1OC1CCN(C(C)=O)CC1	-5.7	-1.4	-4.7	2.5	-0.5	-10.6	1.8	-0.4	4.3	-9.8
O=C(CSc1ncc(-c2ccc(F)cc2)[nH]1)N1CCCCC1	-10.5	-1.3	8.5	-2.7	9.7	-14.8	1.0	-7.2	32.3	-0.4
O=C(CNC(=O)c1cccs1)NCC(=O)OCc1cccc(Cl)c1	3.3	0.8	8.0	-1.2	0.2	-11.7	-4.2	nt	3.4	0.0
Cc1cccc2c(N=O)c(O)[nH]c12	-6.6	2.6	-3.7	0.3	6.6	-8.1	1.2	-2.3	0.9	-42.9
Cc1ccc(S(=O)(=O)N2CCOCC2)cc1NC(=O)COC(=O)C1COc2ccccc2O1 (centres undefined)	1.4	-0.9	13.5	1.1	-1.0	-4.4	-3.9	-0.2	9.4	-9.1
O=C(Nc1ccc2c(c1)OCO2)C1CCCN1C(=O)OCc1ccccc1 (centres undefined)	-4.5	1.3	-13.7	-1.0	0.0	-1.3	10.2	-0.5	nt	4.1
CCOC(=O)c1ccc(S(=O)(=O)Nc2ccccc2-c2nnn(CC)n2)cc1	-4.2	1.3	-5.9	2.2	nt	-38.6	8.4	-0.5	-2.4	1.4
Cc1csc(CNC(=O)CC2C(=O)NCCN2Cc2ccc(F)cc2Cl)n1 (centres undefined)	-1.3	-0.1	12.9	-1.1	3.3	-10.9	0.2	5.8	5.7	-16.6
N#Cc1c(N)nc(N)nc1Nc1ccc(Br)cc1	8.8	20.0	-4.2	5.0	-3.4	12.4	1.1	29.4	3.8	-16.1
COc1ccc(C(=O)NC=C2C(=O)OC(C)(C)OC2=O)cc1	2.8	-9.3	-17.6	-0.5	0.9	-30.4	1.6	-1.2	-2.0	-5.9
CCOC(=O)N1CCN(S(=O)(=O)c2ccc(OC)c(Br)c2)CC1	-9.3	-6.4	6.0	-0.6	2.1	-4.5	-1.6	-0.8	-2.1	-6.5
COC(=O)c1cc(NC(=O)c2ccc(Cn3cc(Cl)cn3)o2)cc(C(=O)OC)c1	20.9*	-2.3	15.1	4.5	1.6	17.8	-3.6	nt	nt	5.9
CCOC(=O)N1CCN(C(=O)C2CCC(=O)N(CCCN3CCCC3=O)C2)CC1 (centres undefined)	1.0	0.0	1.8	-1.0	-0.9	-18.5	5.8	-8.1	4.0	-6.3
Cc1cc(C(=O)C(=O)O)c(C)n1-c1ccc(Cl)c(Cl)c1	-5.3	-2.6	-9.1	1.4	0.0	9.3	3.2	-0.9	-20.5	-5.1

Reformatted: results already given.
Molecule | dFosB activator | CDK5 p35 inh | HTR5A inv ag | V-ATPase pH | NSD2 inh | SR-BI HDL uptake | HTR5A ag | Wnt act | MITF TRPM1 HTS | PvdQ acylase
CCOC(=O)c1ccc(S(=O)(=O)Nc2ccccc2-c2nnn(CC)n2)cc1 | -4.2 | 1.3 | -5.9 | 2.2 | nt | -38.6 | 8.4 | -0.5 | -2.4 | 1.4
Cc1csc(CNC(=O)CC2C(=O)NCCN2Cc2ccc(F)cc2Cl)n1 (centres undefined) | -1.3 | -0.1 | 12.9 | -1.1 | 3.3 | -10.9 | 0.2 | 5.8 | 5.7 | -16.6
N#Cc1c(N)nc(N)nc1Nc1ccc(Br)cc1 | 8.8 | 20.0 | -4.2 | 5.0 | -3.4 | 12.4 | 1.1 | 29.4 | 3.8 | -16.1
COc1ccc(C(=O)NC=C2C(=O)OC(C)(C)OC2=O)cc1 | 2.8 | -9.3 | -17.6 | -0.5 | 0.9 | -30.4 | 1.6 | -1.2 | -2.0 | -5.9
CCOC(=O)N1CCN(S(=O)(=O)c2ccc(OC)c(Br)c2)CC1 | -9.3 | -6.4 | 6.0 | -0.6 | 2.1 | -4.5 | -1.6 | -0.8 | -2.1 | -6.5
COC(=O)c1cc(NC(=O)c2ccc(Cn3cc(Cl)cn3)o2)cc(C(=O)OC)c1 | 20.9* | -2.3 | 15.1 | 4.5 | 1.6 | 17.8 | -3.6 | nt | nt | 5.9
CCOC(=O)N1CCN(C(=O)C2CCC(=O)N(CCCN3CCCC3=O)C2)CC1 (centres undefined) | 1.0 | 0.0 | 1.8 | -1.0 | -0.9 | -18.5 | 5.8 | -8.1 | 4.0 | -6.3
Cc1cc(C(=O)C(=O)O)c(C)n1-c1ccc(Cl)c(Cl)c1 | -5.3 | -2.6 | -9.1 | 1.4 | 0.0 | 9.3 | 3.2 | -0.9 | -20.5 | -5.1

Later entries.
SMILES	dFosB activator	CDK5 p35 inh	HTR5A inv ag	V-ATPase pH	NSD2 inh	SR-BI HDL uptake	HTR5A ag	Wnt act	MITF TRPM1 HTS	PvdQ acylase
COc1ccc(C(=O)/C=C/N(C)C)cc1OC	5.7	1.1	-3.1	1.5	-0.3	1.6	4.4	nt	13.2	-7.1
CC(=O)N1CC(C)c2scc(C)[n+]2-c2ccccc21 (centres undefined)	-2.1	1.9	8.4	3.7	-3.0	-28.0	4.1	-1.0	7.5	6.4
Cc1ccc(S(=O)(=O)N2CCCN(c3nc4cc(C)ccc4cc3C#N)CC2)cc1	-9.7	-0.2	3.6	5.3	-5.9	-14.1	-1.4	-3.6	-9.8	-0.1
Cc1nc(CN(C)C(=O)C2CCC(=O)N(CCc3cccc(F)c3)C2)cs1 (centres undefined)	-3.2	-0.1	7.3	4.6	-1.4	16.1	7.8	-1.4	0.4	-11.5
O=C(CSc1nnc(CNC(=O)c2ccccc2)o1)Nc1ccc2c(c1)OCCO2	-4.4	0.1	15.0	6.2	9.0	-8.2	-5.9	-0.7	4.4	-3.9
COCCn1c(SCC(=O)Nc2c(C)n(C)n(-c3ccccc3)c2=O)nnc1-c1ccncc1	-5.1	-1.2	7.8	0.3	-3.4	-34.0	-2.1	0.9	-4.0	-9.3
COc1ccc(S(=O)(=O)N(CC(=O)O)c2ccccc2)cc1	-2.1	-0.7	-5.7	-3.7	-1.3	4.4	2.2	0.9	-10.7	12.4
CN(C)C(=O)CSc1nnc(-c2cc(-c3cccs3)nc3ccccc23)o1	-4.0	-1.3	10.9	0.7	-2.5	25.9	-4.5	nt	13.0	-2.1
O=C1NC(=O)/C(=C\c2ccc(Br)o2)S1	-5.7	-0.6	-8.1	-2.9	11.4	-23.1	2.1	-0.7	3.1	17.9
CCn1ncc(/C=C/C(=O)NCc2cnn(C)c2C)c1C	3.4	0.8	-28.1	-1.6	-2.5	-5.6	-3.2	nt	-0.3	-6.2
CC(=O)Nc1ccc(NC(=O)c2sc3nc4n(c(=O)c3c2C)CCCCC4)cc1	-9.1	1.7	9.4	1.7	-0.1	5.3	-4.5	3.2	-7.9	-2.0
Cc1nn(Cc2ccccc2Cl)c(C)c1NC(=O)/C=C/c1cnn(C)c1	-2.3	-1.1	-1.3	4.5	2.5	nt	7.2	nt	-3.9	-13.3
Cc1cc(/C=N/NC(=O)c2ccc(O)cc2)c(C)n1CC(C)C	-10.7	2.6	13.0	-1.6	5.4	nt	-0.9	8.2	3.0	11.0
O=C1/C(=C2\C(=O)N(Cc3ccc(F)cc3)c3ccccc32)SC(=S)N1CCS(=O)(=O)O	-1.9	0.7	-18.2	-0.2	0.8	-18.9	4.9	-3.5	-4.1	-7.3
N#C/C(=C\c1cn[nH]c1-c1ccc(Cl)cc1)C(=O)NCc1ccccc1	-19.2	-1.3	-8.2	-1.6	-2.5	10.6	-1.0	nt	-5.8	-5.3
Cc1[nH]c2ccccc2c1/C=N/NC(=O)c1cccc(Br)c1	-13.9	0.4	12.9	1.6	-0.5	11.1	-3.6	nt	-1.3	-4.9
